Screens as filed in PubChem.
RECQ1 inh = qHTS Assay for Inhibitors of RecQ-Like Dna Helicase 1 (RECQ1); ATP-dependent DNA helicase Q1 (Homo sapiens), P46063; RECQ1 DNA unwinding, red fluorescence kinetic read; Potency, µM (top dose mostly 57.3 µM), without a hit: at the top dose activity, negative = inhibition, hits mostly inhibitors; 0.54% of 240,000 active; AID 2549, 2010;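 note: plate controls were vehicle for no effect and no enzyme for full effect; nearly all actives have a fitted effect of over 30% in size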
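50 nM RECQ1T1 preincubated 15 min with compound in Tris pH 8.0 buffer with MgCl2, DTT, Tween-20 and 2.5 ug/ml poly(dI-dC); started with 200 nM TAMRA/BHQ-2 forked duplex and 2 mM ATP. Unwinding read as fluorescence (525/598 nm), two reads 2 h apart.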
TRb-SRC2 inh = qHTS for Inhibitors of the Interaction of Thyroid Hormone Receptor and Steroid Receptor Coregulator 2; AID 1469, 2008; 0.065% of 280,000 active; TRbeta-SRC2 peptide binding, fluorescence polarization; receptor liganded with 1 µM T3; Potency, µM (top dose mostly 106 µM), without a hit: at the highest dose activity change, negative = inhibition, actives largely listed as inhibitors; Thyroid hormone receptor beta (Homo sapiens), P10828;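 note: plate controls were bound peptide for no effect and peptide without receptor for full effect; nearly all actives have a fitted effect of over 50% in size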
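Quantitative HTS by FP: 0.6 uM TRb LBD, 20 nM labeled SRC2 20-mer, 1 uM T3, 5% DMSO; 5 hr ambient incubation; % activity per concentration and potencies from concentration series.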
GoLoco inh red = qHTS Assay for Inhibitors of RGS12 GoLoco Motif Activity (Red Fluorophore); Guanine nucleotide-binding protein G(i) subunit alpha-1 (Homo sapiens), P63096; Gai1:RGS12 GoLoco peptide FP, rhodamine, 10 min; Potency, µM (series often up to 61.6 µM), for the others: at the highest dose activity, negative = inhibition, hits mostly inhibitors; 0.44% of 230,000 active; active = well fitted inhibition curve with a large enough effect, not every such curve was filed as active; inactive = no such curve, though single readings can be large or run the other way; note: % is set by controls: 0 for no effect and ±100 for the full control effect; nearly all actives have a fitted effect of over 30% in size; many of its hits are not listed in these tables
Target sequence (P63096 whole entry, looked up): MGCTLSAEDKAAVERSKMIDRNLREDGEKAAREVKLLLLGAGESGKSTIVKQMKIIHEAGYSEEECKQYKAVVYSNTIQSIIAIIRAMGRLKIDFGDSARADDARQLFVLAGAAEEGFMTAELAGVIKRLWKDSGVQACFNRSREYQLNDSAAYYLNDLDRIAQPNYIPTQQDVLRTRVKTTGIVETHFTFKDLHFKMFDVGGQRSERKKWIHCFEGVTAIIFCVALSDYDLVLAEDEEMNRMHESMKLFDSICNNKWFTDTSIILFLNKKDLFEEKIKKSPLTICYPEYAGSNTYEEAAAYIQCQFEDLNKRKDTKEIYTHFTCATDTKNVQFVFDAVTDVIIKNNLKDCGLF
SMN2 splice enh = qHTS Assay for Enhancers of SMN2 Splice Variant Expression; HEK293 SMN2-luciferase splicing reporter, luminescence, 30-36 h; Potency, µM (top dose mostly 46.1 µM), inactives show top-dose activity change, positive = activation, actives largely listed as activators; 2.8% of 210,000 active; AID 1458, 2008; note: % of control where 0% means no effect; nearly all actives have a fitted effect of over 55% in size
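HEK293 cells carry an SMN2 minigene-luciferase reporter in which exon 7 inclusion puts luciferase in frame. Cells were seeded at 2000 cells/well, attached for 10-12 hours, then exposed to compounds for 30-36 hours at 37C before ONE-Glo luminescence.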
KDM4E inh = qHTS Assay for Inhibitors of Human Jumonji Domain Containing 2E (JMJD2E); Lysine-specific demethylase 4E (Homo sapiens), B2RXH2; JMJD2E catalytic domain, FDH-coupled NADH fluorescence (FDH is formaldehyde dehydrogenase); Potency, µM (top dose mostly 57.1 µM), for inactives: top-dose activity change, negative = inhibition, actives largely listed as inhibitors; 1.6% of 230,000 active; AID 2147, 2009; active = well fitted inhibition curve with a large enough effect, not every such curve was filed as active; inconclusive = small, poorly fitted or top-dose-only effect, or another doubt; inactive = no such curve, though single readings can be large or run the other way;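 note: 0% = wells with enzyme and -100% = buffer wells without enzyme; nearly all actives have a fitted effect of over 50% in size; many of its hits are not listed in these tables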
Lamin A splicing = qHTS Assay for Modulators of Lamin A Splicing. AID 1487, 2009. 0.01% of 200,000 active. Potency, µM (top dose mostly 46.1 µM), for inactives: at the top dose ratio change, negative = inhibition, actives largely listed as inhibitors. HeLa LMNA splicing GFP/RFP minigene ratio, 48 h; active = well fitted inhibition curve with a large enough effect in the signal ratio, with a control signal flat, not every such curve was filed as active; inconclusive = small, poorly fitted or top-dose-only effect, or effect the other way, or a change in a side signal; the % refers to the signal ratio; note: % is set by controls: 0 for no effect and ±100 for the full control effect
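S3 HeLa stable clones carrying a lamin A-EGFP splicing minigene plus DsRed2 were seeded at 600 cells/well in Opti-MEM with 2% FBS, pin-dosed and incubated 48 h at 37°C. Acumen cytometry (488 nm) gave the GFP/RFP total-intensity ratio.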
TR SRC2 fluor cs = Total Fluorescence Counterscreen for Inhibitors of the Interaction of Thyroid Hormone Receptor and Steroid Receptor Coregulator 2; TRb/SRC2 Texas Red total fluorescence interference; Potency, µM (top dose mostly 106 µM), inactives show top-dose fluorescence change, negative = quenching; 0.29% of 280,000 active; active = well fitted curve in either direction with a large enough effect; inconclusive = small, poorly fitted or top-dose-only effect; note: % is set by controls: 0 for no effect and ±100 for the full control effect
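Human TRb ligand-binding domain at 0.6 uM with 20 nM Texas Red SRC2 peptide in Tris buffer containing 1 uM T3 and 5% DMSO, incubated with compound 5 h at ambient temperature. Total fluorescence (555/632 nm) calculated as parallel + 2 × perpendicular.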
ALDH1A1 block = qHTS Assay for Inhibitors of Aldehyde Dehydrogenase 1 (ALDH1A1); Purified ALDH1A1, NADH fluorescence, propionaldehyde substrate; Potency, µM (titrated, usually from 75.3 µM), inactives show top-dose activity, negative = inhibition, most hits filed as inhibitors; 7.3% of 220,000 active; AID 1030, 2008; active = well fitted inhibition curve with a large enough effect, not every such curve was filed as active; inconclusive = small, poorly fitted or top-dose-only effect, or another doubt; inactive = no such curve, though single readings can be large or run the other way;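 note: plate controls were no enzyme wells and a reference inhibitor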
Target sequence (P00352 whole entry, looked up): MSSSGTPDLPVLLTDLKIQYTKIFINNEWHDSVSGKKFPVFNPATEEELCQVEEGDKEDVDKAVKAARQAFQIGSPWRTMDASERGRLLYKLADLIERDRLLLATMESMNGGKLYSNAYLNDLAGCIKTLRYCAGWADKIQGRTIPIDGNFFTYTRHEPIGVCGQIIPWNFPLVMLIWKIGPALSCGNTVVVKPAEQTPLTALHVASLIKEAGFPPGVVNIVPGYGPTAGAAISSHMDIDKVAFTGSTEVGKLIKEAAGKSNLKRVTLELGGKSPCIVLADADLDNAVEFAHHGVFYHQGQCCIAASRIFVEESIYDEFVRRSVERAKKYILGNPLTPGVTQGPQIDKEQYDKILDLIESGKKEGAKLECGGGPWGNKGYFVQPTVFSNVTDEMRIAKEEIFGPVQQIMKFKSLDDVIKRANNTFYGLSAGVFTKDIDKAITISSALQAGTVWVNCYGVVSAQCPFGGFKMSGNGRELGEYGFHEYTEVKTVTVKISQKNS
An asterisk follows results filed as active; i = inactive; ? = inconclusive; . = not tested or not shown; [ ] = remark or other dose. Unless noted, calls come from the whole dose curve; as a rule, active = well fitted curve in the direction sought with a large enough effect; inconclusive = small, poorly fitted or top-dose-only effect, or another doubt; inactive = no such curve, though single readings can be large; an effect the other way counts as inactive or inconclusive. Potency is the fitted concentration of half-maximal effect. Only part of the results is shown; rates above refer to the full screens.

No. | SMILES | ALDH1A1 block | TRb-SRC2 inh | TR SRC2 fluor cs | GoLoco inh red
1 | COc1ccccc1C(c1nnnn1C1CCCC1)N1CCN2CCCC2C1 (stereo not drawn) | -8.5% | -1.3% | 1.2% | -0.8%
2 | O=C(CSc1nnc(SCc2ccc(Cl)cc2)s1)c1ccc2c(c1)OCO2 | 2.24µM* | -7.0% | -1.2% | 2.2%
3 | Cc1ccc(NS(=O)(=O)c2cc(C(=O)N3CCOCC3)ccc2C)cc1C | -56.0% | -7.1% | -1.8% | 4.9%
4 | Cc1cc(NC(=O)CSc2ccc3nnc(-c4cccs4)n3n2)no1 | 0.9% | 2.2% | 1.7% | 3.4%
5 | CCOC(=O)C1=C(C)C(c2ccccc2OC)NC(=O)N1 (stereo not drawn) | -14.2% | -15.9% | -0.1% | -9.3%
6 | CC(=O)Nc1cccc(C(=O)/C=C/c2ccc(Br)cc2)c1 | -1.3% | -1.7% | -1.3% | 0.3%
7 | Cc1cc(C)n2nc(-c3ccco3)nc2n1 | ? | -6.1% | -1.4% | 2.4%
8 | CC(=O)OCOC(=O)CN(CC(=O)OCOC(C)=O)c1ccccc1OCCOc1ccccc1N(CC(=O)OCOC(C)=O)CC(=O)OCOC(C)=O | -2.9% | -6.5% | -0.2% | 3.0%
9 | CCCCCCCCCCC(CO)CCCCCCCC (stereo not drawn) | . | -1.2% | -0.2% | 27.7%
10 | COc1ccc(CCNC(=O)COC(=O)/C=C/c2ccc(OCC#N)c(OC)c2)cc1 | ? | -4.5% | -0.7% | -8.7%
11 | COc1ccc(CN(Cc2ccccn2)C(=O)CN2C(=O)COc3ccccc32)cc1 | 8.9% | -5.2% | 1.0% | 7.8%
12 | CC(C)(C)NC(=O)C(c1cccnc1)N(C(=O)c1ccc(Cl)nc1)C1CCCC1 (stereo not drawn) | 5.62µM* | -10.3%[53 µM] | -2.0%[53 µM] | -3.0%

No. | Lamin A splicing | KDM4E inh | RECQ1 inh | SMN2 splice enh
1 | -6.2% | -1.2% | -4.0% | 1.4%
2 | ? | -7.5% | -15.5% | -3.8%
3 | 3.1% | -3.2% | 11.8% | ?
4 | -0.2% | -2.9% | -23.6% | -6.5%
5 | -2.3% | 3.9% | -9.2% | 16.6%
6 | ? | -1.9% | -9.7% | 15.7%
7 | ? | ? | 0.0% | -10.2%
8 | . | . | i | -13.3%
9 | ? | . | . | .
10 | 3.0% | ? | -1.0% | -5.6%
11 | -4.1% | 12.7% | -3.3% | 10.5%
12 | . | 0.1% | -8.5% | .

Complete entries from above:
O=C(CSc1nnc(SCc2ccc(Cl)cc2)s1)c1ccc2c(c1)OCO2 is listed with ALDH1A1 block: 2.24µM*; TRb-SRC2 inh: -7.0%; TR SRC2 fluor cs: -1.2%; GoLoco inh red: 2.2%; Lamin A splicing: ?; KDM4E inh: -7.5%; RECQ1 inh: -15.5%; SMN2 splice enh: -3.8%
COc1ccc(CCNC(=O)COC(=O)/C=C/c2ccc(OCC#N)c(OC)c2)cc1 is listed with ALDH1A1 block: ?; TRb-SRC2 inh: -4.5%; TR SRC2 fluor cs: -0.7%; GoLoco inh red: -8.7%; Lamin A splicing: 3.0%; KDM4E inh: ?; RECQ1 inh: -1.0%; SMN2 splice enh: -5.6%

(continued)
No. | SMILES | ALDH1A1 block | TRb-SRC2 inh | TR SRC2 fluor cs | GoLoco inh red
13 | N/C(COc1cccc(Cl)c1)=N\NS(=O)(=O)c1ccccc1 | 6.3% | -5.6% | 1.0% | -8.0%
14 | CCOc1cc(C2C3=C(CC(C)(C)CC3=O)OC3=C2C(=O)CC(C)(C)C3)cc([N+](=O)[O-])c1O | -1.3% | -5.8% | -0.3% | -1.4%
15 | O=C(Cc1ccc(Cl)c(Cl)c1)OCCN1CCCC1 | ? | -3.1% | -2.5% | 7.8%
16 | Cc1ccc(C)c(S(=O)(=O)C(C#N)c2nc3ccccc3nc2N2CCOCC2)c1 (stereo not drawn) | -4.4% | -5.7% | -2.0% | 5.1%
17 | COc1ccc(NC(=O)CSCCc2ccccn2)cc1OC | 8.3% | 2.2% | -3.4% | -5.1%
18 | CC(=O)c1cccc(Nc2cc(C)nc3ccc(C)cc23)c1 | . | 6.2% | 3.0% | 44.2%[activator]
19 | Cc1ccc(NC(=O)CCCCCNS(=O)(=O)c2ccc(C)cc2)cc1 | ? | -4.5% | -1.5% | 0.5%
20 | Cc1occc1C(=O)Nc1ccc2c(c1)CCC2 | -0.3% | -6.4% | -5.4% | -6.0%
21 | Cc1c(N(C(=O)CNC(=O)c2ccccc2)C2(C(=O)NC3CCCC3)CCCCC2)c(=O)n(-c2ccccc2)n1C | ? | 2.9% | 1.8% | -7.6%
22 | C=CCn1c(C)nc2c(sc3nc4c(cc32)COC(C)(C)C4)c1=O | ? | -11.3% | -5.9% | 23.2%
23 | Cc1cc(C)n2nc(Cc3ccccc3)nc2n1 | -10.5% | 3.4% | -1.2% | -4.2%
24 | O=C(CCCN1C(=O)/C(=C/c2ccccc2Cl)SC1=S)NNC(=O)c1ccc(Cl)cc1 | . | 2.2% | -3.2% | 18.6%
25 | CC(=O)N1CCN(C(=O)CCc2nc3ccccc3c(=O)[nH]2)CC1 | -0.7% | -13.8% | 2.7% | 3.1%
26 | Cc1ccc(S(=O)(=O)N2c3ccc(S(N)(=O)=O)cc3CC2C)cc1 (stereo not drawn) | 25.1µM* | 4.5% | 5.0% | 9.4%

No. | Lamin A splicing | KDM4E inh | RECQ1 inh | SMN2 splice enh
13 | -6.8% | 0.6% | 0.2% | 1.9%
14 | 18.0%[46 µM] | -10.9% | i | 3.3%
15 | -24.2% | ? | -6.3% | -22.3%
16 | -9.5% | -11.5% | 0.8% | -29.0%
17 | . | 2.1% | i | .
18 | . | -0.8% | -7.0% | .
19 | ? | 5.5% | -6.8% | 9.7%
20 | -10.1% | -0.2% | -10.1% | 11.2µM*
21 | . | 4.8% | 1.1% | 1.1%
22 | . | ? | -9.1% | .
23 | -2.7% | 4.1% | -3.9% | 22.7%
24 | . | -0.1% | -10.3% | .
25 | -16.6% | 9.1% | -2.8% | 24.3%
26 | 3.0% | 7.0% | -17.5% | -11.0%

Exported field by field: two of the compounds above
10. COc1ccc(CCNC(=O)COC(=O)/C=C/c2ccc(OCC#N)c(OC)c2)cc1
- ALDH1A1 block: ?
- TRb-SRC2 inh: -4.5%
- TR SRC2 fluor cs: -0.7%
- GoLoco inh red: -8.7%
- Lamin A splicing: 3.0%
- KDM4E inh: ?
- RECQ1 inh: -1.0%
- SMN2 splice enh: -5.6%

21. Cc1c(N(C(=O)CNC(=O)c2ccccc2)C2(C(=O)NC3CCCC3)CCCCC2)c(=O)n(-c2ccccc2)n1C
- ALDH1A1 block: ?
- TRb-SRC2 inh: 2.9%
- TR SRC2 fluor cs: 1.8%
- GoLoco inh red: -7.6%
- Lamin A splicing: .
- KDM4E inh: 4.8%
- RECQ1 inh: 1.1%
- SMN2 splice enh: 1.1%
